# From PubChem
# PAD4 FP inh = inhibitors of human PAD4 | 330,000 compounds, 0.41% hits | Q9UM07 | recombinant PAD4, RCA probe fluorescence polarization | inhibition, % at 6.36 µM;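 active = percent inhibition above a cutoff equal to the mean of all tested compounds plus 3 SD, cut at about 15% in these data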;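 also: 0% = PAD4 with RCA probe and DMSO and 100% = probe without PAD4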
# Target sequence (Q9UM07 whole entry, looked up): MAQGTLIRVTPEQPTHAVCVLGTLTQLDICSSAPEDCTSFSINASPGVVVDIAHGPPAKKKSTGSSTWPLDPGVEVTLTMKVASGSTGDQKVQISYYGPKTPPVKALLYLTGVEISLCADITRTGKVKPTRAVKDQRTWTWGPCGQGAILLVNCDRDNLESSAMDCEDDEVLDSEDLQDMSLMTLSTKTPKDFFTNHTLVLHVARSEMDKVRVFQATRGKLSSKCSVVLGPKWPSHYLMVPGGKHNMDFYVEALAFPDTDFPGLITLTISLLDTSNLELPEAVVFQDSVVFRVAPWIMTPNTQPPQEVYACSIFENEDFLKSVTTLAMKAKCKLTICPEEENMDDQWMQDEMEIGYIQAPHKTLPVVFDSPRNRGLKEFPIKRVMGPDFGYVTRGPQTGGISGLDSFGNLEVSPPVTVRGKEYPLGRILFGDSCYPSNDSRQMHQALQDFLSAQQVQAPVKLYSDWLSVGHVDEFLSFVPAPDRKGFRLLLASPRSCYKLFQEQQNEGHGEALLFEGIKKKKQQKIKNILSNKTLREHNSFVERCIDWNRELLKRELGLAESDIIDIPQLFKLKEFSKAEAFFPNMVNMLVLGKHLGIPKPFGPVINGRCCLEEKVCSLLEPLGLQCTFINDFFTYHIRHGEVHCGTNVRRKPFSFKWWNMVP
# Fam108B inh = Fam108B inhibition, counter-screen for RBBP9 inhibitors | recombinant Fam108B, FP-Rh probe fluorescence polarization | inhibition, % at 9.51 µM | 300,000 compounds, 0.33% hits;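 active = inhibition above the screen mean inhibition plus 3 SD, computed separately per campaign, cut at about 18% in these data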;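 also: inhibitors lower polarization as less probe binds the enzyme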
# PAFAH1B2 FP inh = inhibitors of human PAFAH1B2; P68402; recombinant PAFAH1B2, FP-rhodamine activity probe, fluorescence polarization; inhibition, % at 3.39 µM; 340,000 compounds, 1.2% hits;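 active = inhibition above the mean of all tested compounds plus 3 SD, cut at about 24% in these data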;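 also: 0% = enzyme with DMSO and 100% = wells lacking PAFAH1B2; many of its hits are not listed in these tables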
# LYPLA1 counter = LYPLA1 (human) inhibition in PME1 counter-screen | O75608 | recombinant LYPLA1, FP-Rh probe fluorescence polarization | inhibition, % at 5.9 µM | 320,000 compounds, 0.16% hits | AID 2174;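 active = inhibition above the mean of all tested compounds plus 3 SD, set per campaign, cut at about 14% in these data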;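 also: inhibitors block serine hydrolase probe labeling of LYPLA1 so polarization falls; 0% = enzyme with DMSO and 100% = wells lacking LYPLA1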
# PME-1 inh = blocks human protein phosphatase methylesterase 1; inhibition, % at 5.9 µM; Q9Y570; recombinant PME-1, FP-Rh probe fluorescence polarization; 320,000 compounds, 0.53% hits;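 active = inhibition above the campaign mean of all compounds plus 3 SD, cut at about 26% in these data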;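 also: competitive labeling of PME-1 active site by serine hydrolase directed probe; 0% = PME-1 with DMSO and 100% = wells lacking PME-1 enzyme; inhibitors block probe labeling so polarization falls and inhibition rises; many of its hits are not listed in these tables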
# pPAFAH inh = pPAFAH (human) enzyme inhibition; 330,000 compounds, 1.5% hits; recombinant pPAFAH, FP-rhodamine probe fluorescence polarization; inhibition, % at 3.39 µM; Q13093;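 active = inhibition above the mean inhibition across the screen plus 3 SD, cut at about 25% in these data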;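 also: inhibitors block binding of the rhodamine activity-based probe so polarization drops; 0% = enzyme with DMSO and 100% = wells lacking pPAFAH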
# Target sequence (Q13093 whole entry, looked up): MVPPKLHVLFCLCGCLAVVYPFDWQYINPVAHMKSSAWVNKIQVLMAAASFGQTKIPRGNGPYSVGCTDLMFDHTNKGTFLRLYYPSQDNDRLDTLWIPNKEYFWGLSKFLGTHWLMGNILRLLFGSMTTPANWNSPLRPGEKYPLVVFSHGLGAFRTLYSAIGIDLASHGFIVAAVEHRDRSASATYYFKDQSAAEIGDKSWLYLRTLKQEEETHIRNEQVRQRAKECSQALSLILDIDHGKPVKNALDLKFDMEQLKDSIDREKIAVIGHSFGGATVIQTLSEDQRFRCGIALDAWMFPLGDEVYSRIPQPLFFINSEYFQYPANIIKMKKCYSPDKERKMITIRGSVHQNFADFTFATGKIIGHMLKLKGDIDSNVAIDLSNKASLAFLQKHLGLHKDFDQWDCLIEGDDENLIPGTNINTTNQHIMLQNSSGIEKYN
# GSTO1 inh = blocks human GSTO1 in RBBP9 counter-screen. 300,000 compounds, 1.1% hits. P78417. recombinant GSTO1, activity-based probe fluorescence polarization. inhibition, % at 5.96 µM;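 active = inhibition above the campaign mean inhibition plus 3 SD, cut at about 35% in these data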;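 also: 0% = GSTO1-1 with DMSO and 100% = wells lacking GSTO1-1 enzyme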
# PAFAH2 inh = inhibitors of human PAFAH2; Q99487; recombinant PAFAH2, FP-rhodamine activity probe, fluorescence polarization; inhibition, % at 3.39 µM; 340,000 compounds, 0.99% hits; AID 492956;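 active = inhibition above the mean over all tested compounds plus 3 SD, cut at about 30% in these data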;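 also: inhibitors block probe labeling of enzyme so polarization drops; 0% = enzyme with DMSO and 100% = wells lacking PAFAH2 protein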
# PAFAH1B3 FP inh = blocks human PAF acetylhydrolase 1B catalytic subunit 3 | AID 492972 | recombinant PAFAH1B3, FP-rhodamine probe, fluorescence polarization | inhibition, % at 3.39 µM | 340,000 compounds, 0.28% hits | Q15102;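 active = inhibition above the screen-wide average of all tested compounds plus 3 SD, cut at about 25% in these data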;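 also: 0% = enzyme with DMSO only and 100% = wells lacking PAFAH1B3 protein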
# Starred values were filed as active, the others as inactive; · = no result given; & = joins results of further samples.
SMILES,PAD4 FP inh,Fam108B inh,PAFAH1B2 FP inh,LYPLA1 counter,PME-1 inh,pPAFAH inh,GSTO1 inh,PAFAH2 inh,PAFAH1B3 FP inh
O=C(NNc1nc(-c2ccccc2)cs1)c1ccc(F)cc1,-0.6,1.2,-2.2,-3.5,-1.2,6.9,7.5,3.0,5.3
CC(NC(=O)NC12CC3CC(CC(C3)C1)C2)c1ccc2c(c1)OCO2 (stereo not drawn),-1.5,1.7,8.2,2.3,3.5,4.8,10.3,2.2,1.6
O=C(CSc1ccc2nnc(-c3ccncc3)n2n1)Nc1ccc2c(c1)OCCO2,0.9,-0.6,0.0,-1.3,2.5,-2.7,-4.5,-3.4,5.7
O=C(O)CC(c1ccc(Cl)cc1)N1C(=O)CCC1=O (stereo not drawn),0.6,-1.8,6.0,-2.2,-4.0,-0.6,-0.2,4.4,9.6
COc1ccc2c(c1)C(=NO)c1cc(OC)ccc1-2,-4.4,2.2,-1.3,-2.5,2.5,4.8,9.2,2.7,2.1
Cc1ccccc1CN(C)C1CCN(C)CC1,-0.2,2.0,6.0,-3.5,4.7,-3.0,0.5,1.9,8.4
Cc1ccc(S(=O)(=O)N(CC(=O)NC2CC2)c2ccc(C)c(Cl)c2)cc1,-2.1,3.9,4.3,0.8,17.1,2.4,3.1,6.9,9.7
Cn1c(=O)c2c(SCc3cccnc3)nc(CC(C)(C)C)nc2n(C)c1=O,3.0,1.0,1.9,1.8,2.5,6.8,-2.8,-2.1,3.5
Oc1ccc(Cl)cc1CNCc1ccc(Cl)nc1,-0.9,·,6.0,-1.3,6.1,2.2,·,-3.5,9.5
CCOC(=O)C1CCCN(CCC(=O)Nc2cccc(C)c2)C1 (stereo not drawn),-0.2,-1.1,5.3,-1.9,-8.3,0.8,-0.8,6.5,6.0
COC(=O)c1c(C(=O)OC)c(-c2ccccc2)n2c1CCC2,-1.8,-1.7,1.6,-1.1,-1.8,0.8,-4.5,1.1,-4.2
CC(C)CCN1CCN=C1N(C)C,-5.0,-3.1,-5.6,2.6,0.1,-2.4,-2.9,-2.1,3.3
Cc1ccc(C(O)(C(=O)NNc2ccc3ccccc3n2)c2ccc(C)cc2)cc1,0.3&0.7,-1.3&2.4,6.6&1.1,0.7&-3.1,-2.8&-12.1,1.9&0.4,9.6&10.8,3.4&3.4,1.9&5.5
Cc1ccc(S(=O)(=O)N2C(=O)c3cccc4cccc2c34)cc1,-1.5,-7.3,-1.1,-4.2,1.1,3.5,-24.9,16.2,1.1
COc1cc(C2/C(=C(\O)c3ccc4c(c3)OCCO4)C(=O)C(=O)N2c2nnc(C)s2)cc(OC)c1OC (stereo not drawn),3.2,4.3,0.3,1.0,3.6,4.8,2.0,7.5,6.8
CCn1cc(C(=O)NCc2ccc(OC)cc2)c(=O)c2ccc(C)nc21,0.7,-3.8,0.4,-0.4,-1.1,-3.6,-3.5,3.6,-2.7
CCOC(=O)CNC(=O)CN1C(=O)CC(c2ccco2)Sc2ccccc21 (stereo not drawn),-0.4,4.5,2.6,3.5,-8.9,4.5,2.7,1.6,14.4
CC1CCN(S(=O)(=O)c2ccc3ccccc3c2)CC1,1.0,-0.6,18.5,-1.8,-0.3,-0.3,1.5,-3.9,-6.0
CCc1ccc(C(C)NC(=O)Cn2cnc3c(=O)n(C)c(=O)n(C)c32)cc1 (stereo not drawn),-0.3,-0.8,2.8,-0.8,6.8,0.4,7.5,3.5,3.1
C=CCn1c(=NC(=O)C2CC2)sc2cc(NC(C)=O)ccc21,0.2,-6.0,2.5,3.1,-3.8,1.3,-5.0,-6.6,0.9
Cc1cccc(C)c1OCC(N)C(C)C (stereo not drawn),0.7,-3.6,5.5,3.4,-3.7,6.9,0.5,4.4,-0.1
O=C(CC1SC(=O)N(c2ccccc2)C1=O)Nc1ccc(Cl)cc1 (stereo not drawn),-10.8,-3.0,3.0,-4.8,-1.4,21.6,-64.2,-1.4,2.4
CCc1cccc(Nc2c([N+](=O)[O-])cc(C(=O)N3CC(=O)Nc4ccccc43)cc2[N+](=O)[O-])c1,-1.6,2.2,0.1,0.8,12.8,8.5,7.6,3.5,0.6
COc1ccc(-n2c(-c3ccccc3)nc(=S)c3c2CCCC3)cc1,-0.6,-1.7,1.6,2.2,13.3,6.7,9.1,6.2,2.5
COc1ccc(CN(C)C(=O)c2ccc(NS(=O)(=O)c3ccc(F)cc3)cc2)c(OC)c1,4.1,-1.9,-0.4,-3.7,0.2,20.8,9.2,2.0,4.5
CC(C)(CNS(=O)(=O)c1ccc2ccccc2c1)N1CCOCC1,-0.6,·,-1.4,-0.3,5.7,-2.4,·,-1.9,-7.2
COc1ccc(C2CC(=O)n3nc(C45CC6CC(CC(C6)C4)C5)nc3S2)cc1OC (stereo not drawn),2.1,-1.4,15.1,-1.5,1.1,1.8,-2.2,8.6,10.2
CCc1[nH]c(C)c(C(C)=O)c1C,0.7,-0.8,-3.5,-1.8,-0.5,-5.7,3.6,-8.8,1.2
Cc1ccc2c(c1)N(CC(=O)N1CCCC1)C(=O)C(C)O2 (stereo not drawn),-1.3,-3.7,4.4,-2.2,6.0,3.6,-1.0,1.1,8.0
COCCOC(=O)c1c(C)oc2ccc(O)c(CN3CCC(C)CC3)c12,-2.9,-1.3,0.6,-2.7,2.8,1.9,-5.6,12.3,5.0
Fc1cccc2sc(Nc3nnc(-c4ccccc4)o3)nc12,5.1,13.7,11.8,0.4,27.5*,24.9*,-28.4,33.4*,1.3
Cc1cccc(C(=O)N/C(=C\c2ccco2)C(=O)N2CCCC2)c1,-1.1,4.1,2.4,-3.8,0.9,2.4,2.4,5.0,7.5
COc1ccc(Cl)cc1NC(=S)N(Cc1ccc(C(=O)O)cc1)Cc1ccc(OC)c(OC)c1,-4.3,-1.2,-0.1,-3.6,-13.0,2.2,4.4,2.3,1.1
CC(=O)/C(N)=N/Nc1cccc(Cl)c1,-8.3,-12.5,-8.4,-6.8,-12.9,1.3,-5.0,-19.7,-0.9
Cc1onc(-c2ccccc2)c1C(=O)N/N=C/c1ccc(Br)cc1,1.9,-3.7,2.8,-3.0,-1.3,-0.7,-1.1,3.1,5.1
CC1CCN(C(=O)CCc2nnc3ccc(NCCCN4CCCC4=O)nn23)CC1,-3.2,1.3,4.0,2.4,1.9,2.4,-7.9,-0.5,3.6
CC(C)(c1ccccc1)c1ccc(OCCN2CCCC2)cc1,-3.2,2.1,7.0,-0.9,1.0,-0.8,4.6,-3.6,9.9
CCOC(=O)c1c(CC(C)C)csc1NC(=O)COC(=O)c1cc(OC)c(OC)cc1[N+](=O)[O-],-1.3,-2.1,1.6,-1.8,1.0,-1.6,4.1,1.8,2.2
Cc1nn(C)c(C)c1CN(C)C(=O)C1(C)CC1(Br)Br (stereo not drawn),2.0,-2.5,-0.4,0.7,1.2,2.5,7.9,-4.8,2.0
COc1cc(OC)c(C2C3=C(CCCC3=O)Nc3nc4ccccc4n32)cc1OC (stereo not drawn),-3.9,-2.4,0.6,2.5,8.7,0.3,-0.5,14.0,1.6
COc1cc([N+](=O)[O-])ccc1NC(=O)Cc1ccc(C)cc1,6.4,-2.1,3.6,0.6,1.8,6.3,2.3,-0.5,2.9
CC(C)(C)n1ncc2c(=O)n(Cc3cccc(Cn4cnc5c(cnn5C(C)(C)C)c4=O)c3F)cnc21,3.4,·,3.1,·,·,2.3,·,1.6,-4.8
COc1ccccc1N1CCN(S(=O)(=O)c2ccc3c(c2)CC(C)N3C(C)=O)CC1 (stereo not drawn),-1.4,-1.0,-5.8,0.9,-7.2,3.0,14.7,-4.3,6.3
CCCOc1ccc(C(=O)Nc2ccc(N3CCN(C(C)=O)CC3)cc2)cc1,-6.9,2.2,7.2,-0.2,3.1,7.1,-7.1,-3.4,4.9
Cc1nn(CC(=O)NCc2ccc(-n3cccn3)cc2)c(C)c1[N+](=O)[O-],1.1,-2.4,6.4,4.0,1.8,2.3,-1.2,3.0,12.4
Cc1nc2ccccc2n1Cc1ccccc1Br,2.9,0.9,-3.7,-2.3,0.9,5.8,-1.7,-5.1,8.3
COc1ccccc1-c1oc2ccccc2c1C#CC1(O)CCCCC1,-5.6,·,-0.6,·,·,2.6,·,-5.3,-5.5
O=C(CN1C(=O)NC2(CCCCCCC2)C1=O)Nc1c(Cl)cccc1Cl,-4.3,·,5.6,·,·,7.8,·,-0.3,0.0
CCOC(=O)c1cc(C)n(-n2cnnc2)c1C,-0.2,1.1,2.2,0.0,0.4,1.2,1.5,-2.9,4.1
O=C(c1cc2c(cc1Br)OCCCO2)N1CCCCC1,-3.5,2.9,-2.5,1.5,-4.3,1.1,7.2,1.3,8.3
CN(C(=O)N1CCN(S(=O)(=O)c2ccccc2)CC1)c1ccccc1,0.2,-7.3,3.3,2.2,-0.7,1.0,0.1,1.9,7.0
Cc1cccn2c(CN(C)CCC3CCCCO3)c(C(=O)N3CCCCC3)nc12 (stereo not drawn),-1.8,1.8,0.0,-2.7,3.6,2.9,-1.3,-7.3,-13.4
CN(C)c1ccc(S(=O)(=O)NCC(=O)NCC2CCCCC2)cc1[N+](=O)[O-],-3.5,-6.7,8.3,-2.7,5.7,0.2,-5.2,-3.8,9.5
CCOc1ccc(/C=C/C(=O)NCc2ccccc2)cc1,-4.1,-1.7,3.5,-2.1,-5.3,-0.4,-1.4,-5.0,5.0
COc1ccc(CNc2cc(C)nc3ccc(OC)cc23)cc1,-2.0,-1.6,3.7,0.1,-11.0,-14.2,1.1,4.5,6.7
CCc1ccc(N(CC)c2ncnc3nc[nH]c23)cc1,-3.8,-2.6,0.2,-2.2,-5.0,-2.7,-0.3,5.5,-0.6
CCCCCN(CCCCC)C(=O)C(CCC(=O)O)NC(=O)c1ccc(Cl)c(Cl)c1 (stereo not drawn),-5.7,-2.3,20.5,-4.1,0.7,1.1,-1.3,13.9,1.8
O=[N+]([O-])c1ccc([N+](=O)[O-])c(Nc2ccc(N3CCOCC3)cc2)c1,-3.1,-2.3,2.1,1.7,7.5,3.8,7.0,3.1,12.8
COC(=O)c1n[nH]n(-c2ccc(F)c(Cl)c2)c1=O,-7.2,1.4,·,-0.4,-2.7,8.3,5.6,·,·
Cc1cc(C)c(C#N)c(SCC(=O)CC(=O)OC(C)C)n1,-0.1,3.5,0.0,-1.1,0.9,3.1,-3.8,0.1,2.9
# New compounds follow
SMILES,PAD4 FP inh,Fam108B inh,PAFAH1B2 FP inh,LYPLA1 counter,PME-1 inh,pPAFAH inh,GSTO1 inh,PAFAH2 inh,PAFAH1B3 FP inh
COc1ccc(-n2cc(-c3ccccc3)c3c(NCCCN4CCOCC4)ncnc32)cc1,2.5,-0.2,3.8,1.2,0.1,34.9*,0.1,-7.9,-2.7
Cc1cc(C)cc(NC(=O)C(Sc2nnc(C)c(=O)[nH]2)c2ccccc2)c1 (stereo not drawn),-0.7,0.7,4.9,0.3,-0.3,-2.4,-1.4,7.6,4.3
O=C(NCC(=O)N(Cc1ccccc1)C(C(=O)NCC1CCCO1)c1ccccc1)c1ccco1 (stereo not drawn),-7.4,0.1,1.6,1.2,5.2,1.7,5.9,11.3,6.1
CSc1ccc(CCNC(=O)C2CCN(c3nnc(-n4cccc4)s3)CC2)cc1,-2.4,-2.0,-0.7,0.6,-7.1,15.8,2.4,5.0,-4.0

# This is a subset; count on the stated rates, not on these rows.
